# UPR XBP1 act: activators of adaptive arm of unfolded protein response (XBP1) | activation, % at 20 µM | 330,000 compounds, 0.33% hits | CHO-XBP1 luciferase reporter, IRE1-XBP1 UPR activation, luminescence; percent of tunicamycin response, DMSO as zero;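 active means versus positive control, 20 µM dose yields 30% or more activation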;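 further: 100% = tunicamycin at 10 µg/mL and 0% = DMSO only wells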
#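 Material: CHO-XBP1 cells stably carrying IRE1-XBP1-driven luciferase reporter | Medium: F12 with 10% serum | Compound dosing: 20 µM single concentration, DMSO 1% | Incubation: Overnight seeding at 37 °C, 6 h compound treatment at 37 °C | Detection: Steady-Glo luminescence read | Read-out basis: % activation of reporter signal versus tunicamycin and DMSO controls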
# APJ agonist: activates the human apelin receptor APJ | activation, % at 20 µM | CHO-K1 APJ PathHunter beta-arrestin, luminescence; 0% DMSO wells, 100% apelin | 330,000 compounds, 0.11% hits;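 active means activation more than six SD over the plate average, tested at 20 µM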;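 further: 0% = DMSO alone and 100% = apelin-13 at 10 nM; some results filed as inactive read as strong as hits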
#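 Test system: CHO-K1 APJ beta-arrestin complementation cell line | Compound: Single test compound dose, 20 µM final, 1% DMSO | Incubation: Compound 90 min 25 °C, reagent 1 h | Measured by: beta-gal luminescence | Read-out basis: APJ–arrestin association signal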
# tim23-1 inh: growth inhibitors of tim23-1 mutant yeast. S. cerevisiae tim23-1 growth, BacTiter-Glo luminescence, 24 h. inhibition, % at 20 µM. 330,000 compounds, 1.3% hits. AID 463212;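 active means growth inhibition of the mutant yeast at or above 50%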;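 further: temperature-sensitive mutant grown at 25 °C; plate controls were DMSO-treated mutant yeast for no effect and medium wells lacking yeast for full effect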
# APJ antag: antagonists of human APJ apelin receptor | CHO-K1 APJ beta-arrestin complementation, luminescence | inhibition, % at 20 µM | 330,000 compounds, 0.32% hits;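 active means inhibition above about 40% at 20 µM, limit read from the data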;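 further: cells challenged with 10 nM apelin-13 agonist together with compound; plate controls were apelin-13 plus DMSO wells for no effect and DMSO wells lacking apelin-13 for full effect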
# 697 NFkB inh: inhibitors of the PMA/ionomycin-induced NF-kB reporter in 697 B cells; inhibition, % at 4 µM; AID 435022; 697 B-cell NF-kB luciferase reporter, 16 h; 330,000 compounds, 0.33% hits; in the data active means inhibition above about 35%
# CHOP UPR activ: activators of apoptotic arm of unfolded protein response (CHOP); CHO-CHOP luciferase reporter, UPR activation, luminescence; percent of tunicamycin response over DMSO baseline; activation, % at 10 µM; 330,000 compounds, 0.34% hits;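 active means at 10 µM dose, activation of 40% or more, normalized to positive control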;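 further: 100% = tunicamycin at 10 µg/mL and 0% = DMSO alone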
#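 Evaluation: % reporter activation, DMSO baseline versus tunicamycin full activation; System: CHO-CHOP luciferase reporter cell line; Input: 500 cells/well; Incubation: 6 h compound treatment, 37 °C; Measured by: Steady-Glo luciferase luminescence; Dosing: one dose, 10 µM in 0.5% DMSO; Buffer or medium: F12 medium, 10% FBS; Benchmarks: positive tunicamycin 10 µg/mL, negative DMSO alone.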
# Mdm2-MdmX inh: disrupts the human Mdm2-MdmX interaction; O15151+Q00987; SaOS-2 split-luciferase Mdm2/MdmX complementation, luminescence; inhibition, % at 8 µM; 330,000 compounds, 3% hits;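 active means inhibition of at least 50% at 8 µM in the primary screen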
# Target sequence (O15151 whole entry, looked up): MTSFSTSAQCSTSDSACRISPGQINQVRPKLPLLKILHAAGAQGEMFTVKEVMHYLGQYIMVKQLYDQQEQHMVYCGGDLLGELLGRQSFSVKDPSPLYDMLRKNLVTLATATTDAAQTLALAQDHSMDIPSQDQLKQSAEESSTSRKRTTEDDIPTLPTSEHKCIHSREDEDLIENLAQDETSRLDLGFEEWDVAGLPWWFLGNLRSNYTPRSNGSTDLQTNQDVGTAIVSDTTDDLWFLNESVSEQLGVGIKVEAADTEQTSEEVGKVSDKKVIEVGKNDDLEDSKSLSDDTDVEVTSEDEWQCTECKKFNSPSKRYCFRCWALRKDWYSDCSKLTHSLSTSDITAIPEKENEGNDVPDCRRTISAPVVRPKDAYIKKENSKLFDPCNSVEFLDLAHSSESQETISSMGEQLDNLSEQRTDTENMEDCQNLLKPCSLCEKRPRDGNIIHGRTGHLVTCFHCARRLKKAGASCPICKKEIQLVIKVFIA
# Target sequence (Q00987 whole entry, looked up): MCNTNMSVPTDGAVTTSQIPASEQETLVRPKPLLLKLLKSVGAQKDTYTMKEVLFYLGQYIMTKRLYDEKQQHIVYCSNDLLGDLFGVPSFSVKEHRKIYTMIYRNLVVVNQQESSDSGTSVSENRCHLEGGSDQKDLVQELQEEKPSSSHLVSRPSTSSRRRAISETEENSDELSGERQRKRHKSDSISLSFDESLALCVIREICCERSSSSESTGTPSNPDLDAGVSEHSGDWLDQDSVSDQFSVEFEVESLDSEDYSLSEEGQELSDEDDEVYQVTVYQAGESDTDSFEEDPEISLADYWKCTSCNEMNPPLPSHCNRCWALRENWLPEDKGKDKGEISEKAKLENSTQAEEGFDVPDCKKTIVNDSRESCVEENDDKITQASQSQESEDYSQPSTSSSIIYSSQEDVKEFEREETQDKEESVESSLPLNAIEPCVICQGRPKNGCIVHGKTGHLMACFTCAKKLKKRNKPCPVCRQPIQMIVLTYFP
# Jurkat NFkB inh: inhibitors of the PMA/ionomycin-induced NF-kB reporter in Jurkat cells. 330,000 compounds, 0.53% hits. AID 435003. inhibition, % at 4 µM. PMA/ionomycin-induced NF-kB luciferase reporter, luminescence; in the data active means inhibition above about 50%
# * marks the source's active call; other numbers are inactive results.
SMILES,UPR XBP1 act,APJ agonist,tim23-1 inh,APJ antag,697 NFkB inh,CHOP UPR activ,Mdm2-MdmX inh,Jurkat NFkB inh
O=C(CSc1ccc(-c2cccnc2)nn1)Nc1ccccc1C(F)(F)F,-4,3,11,0,-25,0.7,10,-9
Cc1ccccc1N1C(=O)C(Cc2ccc(F)cc2)S/C1=C(\C#N)C(N)=O (centres undefined),2,1,-5,3,1,1.5,19,1
COc1ccc(NC(=O)CCS(=O)(=O)c2ccc3c(c2)oc(=O)n3C)cc1OC,-2,-6,12,-11,11,-0.6,-4,15
O=C1CCC([N+](=O)[O-])C(c2ccccc2Cl)N1 (centres undefined),-1,1,8,2,14,3.3,3,11
COc1cc(C(=O)NCc2cn3ccccc3n2)cc(OC)c1OC,0,0,-15,-14,8,0.1,-3,-9
CCCC(=O)Nc1ccc(-c2cn3cccnc3n2)cc1,2,1,22,-6,-6,0.5,-22,-6
O=C(O)C1CC=CCC1C(=O)Nc1cccc(C(=O)N2CCCCC2)c1 (centres undefined),1,-4,6,8,-4,1.4,7,8
Cc1ccc(S(=O)(=O)N2CCCCC2)cc1NC(=O)C1CC(=O)N(c2ccc3c(c2)OCCO3)C1 (centres undefined),-3,10,0,15,3,-0.1,13,14
O=C(NC(=S)Nc1ccc(F)c(Cl)c1)C1CC1,-1,-7,54*,-13,-23,-0.7,15,12
COc1ccc(-c2cc(C(=O)OCC(=O)c3c(N)n(C)c(=O)n(C)c3=O)c3ccccc3n2)cc1,10,1,-36,15,-40,4.0,50,-8
O=C(NCc1ccc(Cl)cc1)c1cc2c(nc3sccn32)s1,0,-1,-20,-10,-65,1.4,-7,-5
CCN(CC)S(=O)(=O)c1ccc(C)c(NC(=O)CSc2nc3ccc(C)cc3[nH]2)c1,-1,-3,16,-10,8,-2.4,-16,-13
C[C@]12C=CC(=O)C=C1CC[C@@H]1[C@@H]2C(=O)C[C@@]2(C)[C@H]1CC[C@]2(O)C(=O)COC(=O)CCC(=O)O,-1,-2,-4,9,10,2.7,-15,14
COc1ccc(CCNS(=O)(=O)c2c(C)nc3scc(C)n3c2=O)cc1OC,3,1,8,-15,-4,1.4,-4,2
CCOc1ccc(N(CC(=O)NC(C)(C)C)S(=O)(=O)c2c(C)noc2C)cc1,0,4,32,4,-28,-0.7,-32,-16
COC(=O)[C@@H]1CC[C@H](C)[C@@H](c2ccc(C)cc2)N1C(=O)c1ccc(/C=N/O[C@@H](C)CN2CCCCc3nc(C)c(C)cc32)cc1,8,-4,-13,28,-21,17,89*,24
O=C(NNC(=O)c1cc(-c2ccc(Cl)cc2)nc2ccccc12)c1csc(N2CCOCC2)n1,1,-3,19,16,8,-0.5,21,2
O=C(NCCS(=O)(=O)N1CCN(Cc2ccccc2)CC1)c1ccccc1,-1,-5,9,14,12,-0.1,10,4
COc1cccc(NC(=O)CN(C)C(=O)CCCc2nc3ccccc3c(=O)[nH]2)c1,-1,-5,0,4,27,-1.5,3,-19
Cc1cc(C)c(S(=O)(=O)N(C2=NCCS2)S(=O)(=O)c2c(C)cc(C)cc2C)c(C)c1,-2,-2,-3,6,-1,1.1,-22,4
CCC(C)NS(=O)(=O)c1ccc(S(=O)(=O)N2CC=C(c3ccc(F)cc3)CC2)cc1 (centres undefined),-3,-3,4,1,4,3.3,27,6
CCC(=O)N1CCc2cc(S(=O)(=O)Nc3ccc4c(c3)OCCO4)ccc21,-1,2,8,6,-24,3.8,2,15
COC(=O)C(O)(NC(=O)c1ccncc1)C(F)(F)F (centres undefined),-1,0,22,-19,-12,-0.5,14,4
C=CCOc1ccccc1CNc1cccc(F)c1,-5,-2,11,6,1,-0.1,1,6
Cc1cccc(CC(=O)N2CCN=C2SCc2ccc([N+](=O)[O-])cc2)c1,-1,-2,-3,8,-7,-2.5,-20,0
# Continued.
SMILES,UPR XBP1 act,APJ agonist,tim23-1 inh,APJ antag,697 NFkB inh,CHOP UPR activ,Mdm2-MdmX inh,Jurkat NFkB inh
CCC(=O)Nc1nc(OC)cc(OC)n1,-3,-4,-6,10,4,-1.0,2,-2
COc1ccc(CNC(=O)CCCc2ccccc2)cc1,-3,0,7,9,13,-0.3,8,4
O=C(Nc1ccc(Br)cn1)c1coc(=O)c(Br)c1,-1,-2,2,-11,-20,0.7,-1,5
CCn1c2ccccc2c2nnc(SCC(=O)OCN3C(=O)c4ccccc4C3=O)nc21,-1,-4,2,13,-2,-5.8,17,0
Cc1ccccc1NC(=O)c1ccc2c(c1)C(=O)N(CCC(C)C)C2=O,-2,-1,21,13,-8,1.2,14,-1
FC(F)(F)c1cccnc1-n1cncn1,-1,-2,-11,10,20,-1.3,23,1
CCOc1ccccc1NC(=O)C(OC(=O)c1ccccc1O)c1ccccc1 (centres undefined),-2,-2,8,6,-5,5.1,-5,-13
CCCCNc1c(-c2ccc(SC3CCCCC3)c(OC)c2)nc2ccc(Cl)cn12,0,1,24,-21,15,-0.7,11,-3
O=C(C1CCN(Cc2ccc(Cl)cc2)CC1)N1CCN(Cc2ccc3c(c2)OCO3)CC1,-6,14,-19,6,-35,0.3,14,31
Cc1ccc(-c2cn3c(n2)SCC3)cc1,-1,-1,14,16,-123,5.0,-74,-137
CC(C)Oc1cccc(NC(=O)c2cnccc2C(F)(F)F)c1,3,0,13,4,-2,-1.8,-13,9
Nc1c(C(=O)CSc2nnnn2-c2ccccc2)c(=O)[nH]c(=O)n1C1CC1,-1,-5,9,15,9,-0.6,19,-9
O=C1CN(S(=O)(=O)c2ccc(Cl)cc2C(F)(F)F)CCN1,-1,-2,24,-21,-20,0.3,-17,-22
Cc1ccc(CN(CC(=O)NC2CCCC2)C(=O)c2csnn2)cc1,-3,-1,19,-22,-12,2.0,-19,-11
CC(=O)CSc1nnc(-c2ccc3c(c2)OCO3)o1,-1,3,12,1,-8,-3.2,-10,-34
OCC1(Cc2cccc(Cl)c2)CCCN(Cc2sc(N3CCCC3)nc2Cl)C1 (centres undefined),-2,0,39,9,-4,-0.2,-12,2
COc1ccc(C2=NS(=O)(=O)N(C)C(C(=O)NCc3cccs3)=C2)cc1OC,-2,-3,-12,12,5,4.1,15,1
COc1ccc(NC(=O)COc2nsnc2N2CCCCC2)cc1,-2,-4,5,9,0,1.2,6,8
COCCCNC(=S)N1CCN(C(=O)c2ccco2)CC1,-1,1,9,5,-4,1.9,-17,-4
Cc1ccc(S(=O)(=O)N(CC(=O)NCC2CCCO2)Cc2ccc(F)cc2)cc1 (centres undefined),-2,0,27,-11,2,-0.4,0,-9
O=C(N1CCOCC1)C12CC3CC(C1)CC(n1cnc(Cl)n1)(C3)C2,0,-2,-4,-4,-3,-1.0,-15,7
COc1ccccc1CNC(=O)c1cccc(NC(=O)c2ccccc2)c1,-2,-3,18,0,-20,-2.5,-7,11
O=C(COC(=O)c1cnccn1)c1ccc2ccccc2c1,0,-2,-7,30,12,-0.7,19,20
Cc1onc(-c2c(Cl)cccc2Cl)c1C(N)=O,-3,-2,-6,7,15,-0.7,1,-1
COc1cc(OC)c(C2N(c3ccccn3)C(=O)C3CCCN32)cc1OC (centres undefined),3,-4,3,2,3,-1.7,20,-14
# Further records.
SMILES,UPR XBP1 act,APJ agonist,tim23-1 inh,APJ antag,697 NFkB inh,CHOP UPR activ,Mdm2-MdmX inh,Jurkat NFkB inh
Cc1cccc(S(=O)(=O)N2CN(CC3CCCO3)c3nc4ccccc4nc32)c1 (centres undefined),-3,-3,35,8,-14,0.8,-10,10
COc1ccc(C2(C)NC(=O)N(CC(=O)Nc3ccc(Br)c(C)c3)C2=O)cc1OC (centres undefined),-1,4,5,-7,-15,-1.0,18,-23
COc1ccc(NC(=O)C(=O)NCc2ccncc2)c(OC)c1,2,1,0,14,12,0.0,-2,3
S=C(NCCc1ccccc1)N1CCN(C(c2ccccc2)c2ccccc2)CC1,0,-2,15,-6,-4,0.5,-3,-25
CCOC(=O)c1ccc(CC(=O)c2ccc(O)cc2O)o1,-3,1,19,-2,22,3.0,2,-2
C[C@H](NC(=O)C1CC(=O)N(c2ccc3c(c2)OCCO3)C1)C(=O)NCc1ccco1 (some centres undefined),-2,8,-9,15,11,5.3,2,11
CN1CCN(C2=C(Cl)C(=O)C(c3cnc(N4CCCCC4)s3)=C(Cl)C2=O)CC1,-8,11,25,11,-10,-0.7,32,7
Cc1ccc(NC(=O)c2ccc([N+](=O)[O-])o2)c(C)c1,-5,1,49,-56,17,1.7,18,13
Cn1nc(C(=O)Nc2ccccc2N2CCOCC2)ccc1=O,-1,-2,-6,16,7,-0.2,9,-4
O=C(O)CSc1nnc(-c2ccccc2)c(-c2ccccc2)n1,-2,-2,10,-17,12,0.5,6,6

# Exported as tab-separated lines: 17 of the compounds above.
molecule	UPR XBP1 act	APJ agonist	tim23-1 inh	APJ antag	697 NFkB inh	CHOP UPR activ	Mdm2-MdmX inh	Jurkat NFkB inh
Cc1cccc(CC(=O)N2CCN=C2SCc2ccc([N+](=O)[O-])cc2)c1	-1	-2	-3	8	-7	-2.5	-20	0
CCC(=O)Nc1nc(OC)cc(OC)n1	-3	-4	-6	10	4	-1.0	2	-2
COc1ccc(CNC(=O)CCCc2ccccc2)cc1	-3	0	7	9	13	-0.3	8	4
O=C(Nc1ccc(Br)cn1)c1coc(=O)c(Br)c1	-1	-2	2	-11	-20	0.7	-1	5
CCn1c2ccccc2c2nnc(SCC(=O)OCN3C(=O)c4ccccc4C3=O)nc21	-1	-4	2	13	-2	-5.8	17	0
Cc1ccccc1NC(=O)c1ccc2c(c1)C(=O)N(CCC(C)C)C2=O	-2	-1	21	13	-8	1.2	14	-1
FC(F)(F)c1cccnc1-n1cncn1	-1	-2	-11	10	20	-1.3	23	1
CCOc1ccccc1NC(=O)C(OC(=O)c1ccccc1O)c1ccccc1 (centres undefined)	-2	-2	8	6	-5	5.1	-5	-13
CCCCNc1c(-c2ccc(SC3CCCCC3)c(OC)c2)nc2ccc(Cl)cn12	0	1	24	-21	15	-0.7	11	-3
O=C(C1CCN(Cc2ccc(Cl)cc2)CC1)N1CCN(Cc2ccc3c(c2)OCO3)CC1	-6	14	-19	6	-35	0.3	14	31
Cc1ccc(-c2cn3c(n2)SCC3)cc1	-1	-1	14	16	-123	5.0	-74	-137
CC(C)Oc1cccc(NC(=O)c2cnccc2C(F)(F)F)c1	3	0	13	4	-2	-1.8	-13	9
Nc1c(C(=O)CSc2nnnn2-c2ccccc2)c(=O)[nH]c(=O)n1C1CC1	-1	-5	9	15	9	-0.6	19	-9
O=C1CN(S(=O)(=O)c2ccc(Cl)cc2C(F)(F)F)CCN1	-1	-2	24	-21	-20	0.3	-17	-22
Cc1ccc(CN(CC(=O)NC2CCCC2)C(=O)c2csnn2)cc1	-3	-1	19	-22	-12	2.0	-19	-11
CC(=O)CSc1nnc(-c2ccc3c(c2)OCO3)o1	-1	3	12	1	-8	-3.2	-10	-34
OCC1(Cc2cccc(Cl)c2)CCCN(Cc2sc(N3CCCC3)nc2Cl)C1 (centres undefined)	-2	0	39	9	-4	-0.2	-12	2

# High-throughput results as filed in PubChem BioAssay.
